From PubChem BioAssay
STEP block: blocks human striatal-enriched tyrosine phosphatase. P54829. actives 0.25% (n = 360,000). recombinant STEP, OMFP fluorogenic substrate, fluorescence. inhibition, % at 20 µM. AID 588621;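 active means inhibition at 20 µM, scaled per plate between control wells, above about 37%, limit read from the data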;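 further: 0% = DMSO with enzyme and substrate and 100% = substrate only without enzyme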
Target sequence (P54829 whole entry, looked up): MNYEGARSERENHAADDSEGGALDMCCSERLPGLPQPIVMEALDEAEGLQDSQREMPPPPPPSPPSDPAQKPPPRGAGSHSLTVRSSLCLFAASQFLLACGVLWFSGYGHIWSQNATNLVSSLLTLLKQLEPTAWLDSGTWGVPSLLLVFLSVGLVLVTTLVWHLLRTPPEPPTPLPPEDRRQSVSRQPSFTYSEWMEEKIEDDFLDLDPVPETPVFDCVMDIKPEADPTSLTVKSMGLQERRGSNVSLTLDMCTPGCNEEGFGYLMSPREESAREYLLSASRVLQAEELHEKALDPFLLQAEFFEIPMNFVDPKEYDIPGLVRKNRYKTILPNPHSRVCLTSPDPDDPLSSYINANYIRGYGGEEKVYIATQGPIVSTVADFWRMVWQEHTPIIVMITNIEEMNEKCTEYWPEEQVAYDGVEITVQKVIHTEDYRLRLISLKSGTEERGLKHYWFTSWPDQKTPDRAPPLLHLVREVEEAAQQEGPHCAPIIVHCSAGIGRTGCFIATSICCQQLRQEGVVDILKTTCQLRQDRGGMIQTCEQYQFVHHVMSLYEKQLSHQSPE
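material = STEP tyrosine phosphatase | reagent = fluorogenic phosphatase substrate OMFP at 25 µM final | doses = single compound dose of 20 µM, 1% DMSO final | schedule = 20 min reaction, room temperature, in the dark | measured by = fluorescence, 480/540 nm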
DNMT1 inh: blocks human DNA methyltransferase DNMT1; inhibition (reported as % activation of signal), % at 10 µM; P26358; DNMT1 molecular beacon, Hinp1I cleavage, fluorescence; actives 0.83% (n = 360,000); in the data active means inhibition above about 50%
Scp1 inh: blocks human Scp-1 phosphatase activity; inhibition, % at 20 µM; Q9GZU7; Recombinant Scp1, phosphopeptide, malachite green phosphate absorbance; actives 0.88% (n = 340,000); AID 493091;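 active means inhibition above about 50% at 20 µM, limit read from the data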;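 further: plate controls were DMSO wells with enzyme for no effect and wells lacking enzyme for full effect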
Target sequence (Q9GZU7 76-261 limits assumed): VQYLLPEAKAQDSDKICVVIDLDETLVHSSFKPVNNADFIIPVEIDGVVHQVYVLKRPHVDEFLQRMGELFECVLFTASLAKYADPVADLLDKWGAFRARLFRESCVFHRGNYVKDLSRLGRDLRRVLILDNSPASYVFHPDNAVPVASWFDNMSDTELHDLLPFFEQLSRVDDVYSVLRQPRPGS
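Incubation: 45 min enzyme reaction at room temperature / System: truncated SCP-1 phosphatase (76-261aa) / Reagent: Phospho 17-mer peptide substrate / Buffer or medium: Acidic Tris acetate buffer with magnesium and detergent / Signal: absorbance at 630 nm / Doses: one concentration, 20 µM, with 1.0% DMSO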
LMPTP inh: LMPTP (human) inhibition; P24666; recombinant LMPTP-A, OMFP fluorogenic substrate, fluorescence intensity; inhibition, % at 20 µM; actives 0.22% (n = 360,000); AID 651560;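 active means compounds that cut the enzyme signal by at least half of the control window in the single-dose screen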;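 further: plate controls were DMSO wells with enzyme plus substrate for no effect and substrate without enzyme for full effect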
Target sequence (P24666 whole entry, looked up): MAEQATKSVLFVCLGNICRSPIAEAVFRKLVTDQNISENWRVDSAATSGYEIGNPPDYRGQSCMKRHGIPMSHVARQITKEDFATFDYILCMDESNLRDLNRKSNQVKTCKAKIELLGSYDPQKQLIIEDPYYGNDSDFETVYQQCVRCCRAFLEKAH
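Test system: LMPTP-A phosphatase enzyme; input: 0.625 nM LMPTP-A final; reagent: OMFP substrate, 400 µM final; compound dosing: 20 µM single dose, 3% DMSO; incubation: 50 min dark incubation at room temperature; measured by: endpoint fluorescence intensity from OMFP dephosphorylation; measure: % inhibition relative to no-enzyme and uninhibited control wells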
SKN-1 inh: blocks SKN-1 activity in C. elegans; inhibition, % at 21.8 µM; actives 0.49% (n = 360,000); AID 624304; C. elegans VP596 Pgst-4::GFP/RFP ratio, acrylamide-induced, 24 h;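 active means interference check ratio from 0.5 to 1.5 plus GFP to RFP signal ratio inhibition reaching or exceeding a fixed threshold, cut at about 30% in these data, passing the limit was not always enough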; further: some compounds called inactive have numbers as strong as hits
NRP1-CendR mod: alters CendR peptide binding to human NRP-1 | O14786 | FAM-RPARPAR peptide binding to NRP-1, fluorescence polarization | inhibition, % at 25 µM | actives 0.85% (n = 360,000) | AID 602438;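 active means inhibition or corrected inhibition above about 18%, plus a signal ratio from 0.5 to 1.5, limit read from the data, passing the limit was not always enough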; further: strong numbers were not always called active
SUMO1 PPI mod: SUMO1-SIM interaction modulation | SUMO1 binding to a labelled peptide, TR-FRET, 1 h | inhibition, % at 20 µM | actives 0.33% (n = 360,000) | AID 602429; in the data active means inhibition above about 37%
Target sequence (P63165 whole entry, looked up): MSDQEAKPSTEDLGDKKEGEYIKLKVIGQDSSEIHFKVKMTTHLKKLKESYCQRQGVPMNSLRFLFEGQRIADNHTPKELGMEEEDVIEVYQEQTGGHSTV
MT1-MMP act inh: blocks activation of human MT1-MMP. actives 0.061% (n = 360,000). GFP/RFP ratio change, % at 20 µM. HT1080 RFP-PRO-GFP cells, GFP/RFP ratio fluorescence, overnight; percent of plate control window, DMSO zero. P50281;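 active means GFP/RFP ratio change of at least 30% with cell ATP level not reduced by more than half and red fluorescence within 50% of control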; further: strong numbers were not always called active
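Test system: HT1080 RFP-PRO-GFP cells; Benchmarks: DMSO and RFP-L50D-GFP cell wells; Timing: cells overnight before dosing, compound overnight, 37 °C, 5% CO2; Compound: one 20 µM compound dose with 1% DMSO; Read-out: GFP/RFP fluorescence ratio.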
NadD block: NadD (S. aureus) enzyme inhibition. purified NadD enzyme, colorimetric absorbance read-out. inhibition, % at 20 µM. actives 0.78% (n = 360,000); in the data active means inhibition above about 26%; further: some compounds past the cut are filed as inactive
Rpn11 inh: inhibitors of human proteasome Rpn11 | calls only at 20 µM | human 26S proteasome, Ub4-pepOG fluorescence polarization; 20S core pre-blocked with epoxomicin | actives 0.59% (n = 360,000) | O00487 | AID 588493;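 active means inhibition at 20 µM, scaled to each plate's controls, above about 33%, limit read from the data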
Active calls of the source: *; i = inactive; nt = no result given.

SMILES	STEP block	DNMT1 inh	Scp1 inh	LMPTP inh	SKN-1 inh	NRP1-CendR mod	SUMO1 PPI mod	MT1-MMP act inh	NadD block	Rpn11 inh
CSCC(C)N1CCC(Oc2cccc(C(=O)NCc3ccccn3)c2)CC1 (stereo not given)	2.4	0.2	-4.7	-1.9	6.9	12.3	-1.7	-7.1	-2.0	i
CCN1CCN(c2nc(C)c3c(n2)CC(C)CC3=O)CC1 (stereo not given)	3.1	0.3	-1.7	-0.9	7.7	-2.3	0.6	-14.3	-3.7	i
CC(=O)OCC(=O)C1(O)CCC2C3CC(F)C4=CC(=O)CCC4(C)C3C(O)CC21C (stereo not given)	-1.3	0.8	-10.5	-1.0	11.9	2.9	0.4	-1.4	-2.5	i
O=C(Nc1ccc(Cl)cc1)N1N=CCC1c1ccccc1 (stereo not given)	-2.3	0.4	-9.5	-0.7	7.1	-4.1	0.4	-0.6	-5.0	i
COc1ccc(NC(=O)CCN2CCCC2)c(OC)c1	1.7	0.6	6.0	1.8	15.7	2.0	1.5	-0.8	0.0	i
CCCCCNC(=O)C(c1cc2ccccc2o1)n1c(=O)c(-c2cc3ccccc3[nH]2)nc2ccccc21 (stereo not given)	nt	nt	nt	6.5	7.8	8.9	1.6	-8.6	nt	nt
CC1CCCC(C)N1CC(O)COC1CCC(C(C)(C)C)CC1 (stereo not given)	-3.4	1.2	1.2	-2.8	4.2	5.1	0.5	-0.9	-0.9	i
COc1ccc(N2CCN(C3CCCN(Cc4cccc(OC)c4)C3)CC2)cc1 (stereo not given)	-1.5	2.0	-2.4	0.1	-5.1	5.4	3.6	4.7	-2.3	i
CC1Cc2ccccc2N1CC(=O)Nc1ccc(S(=O)(=O)N(C)C)cc1 (stereo not given)	-0.6	-16.5	-1.8	-1.8	8.5	-7.0	-0.7	1.8	18.5	i
COC(=O)Cc1[nH]c(=O)[nH]c1C(=O)OC	1.0	0.6	1.3	0.1	8.3	-2.2	-3.0	5.5	-0.8	i
CN(C)CCNC(NC(=O)c1cccs1)C(Cl)(Cl)Cl (stereo not given)	-0.7	2.6	-9.3	-10.3	-0.2	-0.4	-2.2	0.7	-5.3	i
CCN(CC(=O)Nc1ccccc1C(F)(F)F)C(=O)c1ccccc1Sc1ccccc1C#N	2.0	-0.4	-14.2	-6.4	-13.2	-8.8	-3.9	-2.5	-0.8	i
C/C(CC(=O)Nc1ccc2c(c1)OCO2)=N\NC(=O)c1ccc(N)cc1	-2.2	-1.9	-6.6	-2.7	10.7	12.2	1.4	1.6	-2.9	i
CCSc1nnc(-c2cc3c(s2)-c2ccccc2CC3)o1	4.3	-4.8	-17.7	4.0	1.8	-7.5	-6.5	-2.2	0.7	i
COc1ccc(NC(=O)c2cc(-c3cc(Cl)ccc3C)n[nH]2)cc1OC	-1.1	-1.4	nt	1.3	1.4	-3.5	8.9	2.0	-3.7	i
CC(=O)N(/N=C/c1ccc([N+](=O)[O-])o1)c1nc2ccccc2c(=O)n1-c1ccccc1	-1.6	0.5	-13.6	-1.1	0.2	9.8	-30.8	-0.1	2.7	i
O=C(NCCCN1CCOCC1)c1cc(-c2ccc(Cl)cc2)on1	0.5	-0.3	-3.4	-1.4	2.5	7.1	-1.0	-2.1	-6.2	i
COc1ccc(NC(=O)C[C@H]2C(=O)N(c3ccc(Br)cc3)C[C@@H]2C)cc1	0.6	-2.7	nt	0.2	9.4	-4.3	5.1	-2.6	0.1	i
O=C(COc1ccc(S(=O)(=O)N2CCOCC2)cc1)N1CCc2ccccc2C1	1.4	-5.6	-9.4	-0.6	2.1	3.8	5.9	5.7	-5.2	i
COc1ccccc1OCCn1c(CO)nc2ccccc21	-4.0	-1.8	-8.4	-2.8	3.4	-9.8	0.7	2.6	-3.8	i

Ordered by SMILES length (falling): part of the list above.
SMILES	STEP block	DNMT1 inh	Scp1 inh	LMPTP inh	SKN-1 inh	NRP1-CendR mod	SUMO1 PPI mod	MT1-MMP act inh	NadD block	Rpn11 inh
COc1ccc(NC(=O)C[C@H]2C(=O)N(c3ccc(Br)cc3)C[C@@H]2C)cc1	0.6	-2.7	nt	0.2	9.4	-4.3	5.1	-2.6	0.1	i
COc1ccc(NC(=O)c2cc(-c3cc(Cl)ccc3C)n[nH]2)cc1OC	-1.1	-1.4	nt	1.3	1.4	-3.5	8.9	2.0	-3.7	i
CCSc1nnc(-c2cc3c(s2)-c2ccccc2CC3)o1	4.3	-4.8	-17.7	4.0	1.8	-7.5	-6.5	-2.2	0.7	i
COc1ccccc1OCCn1c(CO)nc2ccccc21	-4.0	-1.8	-8.4	-2.8	3.4	-9.8	0.7	2.6	-3.8	i

Grouped by structure: the entries above with a furan ring, fused or not (2)
SMILES	STEP block	DNMT1 inh	Scp1 inh	LMPTP inh	SKN-1 inh	NRP1-CendR mod	SUMO1 PPI mod	MT1-MMP act inh	NadD block	Rpn11 inh
CCCCCNC(=O)C(c1cc2ccccc2o1)n1c(=O)c(-c2cc3ccccc3[nH]2)nc2ccccc21 (stereo not given)	nt	nt	nt	6.5	7.8	8.9	1.6	-8.6	nt	nt
CC(=O)N(/N=C/c1ccc([N+](=O)[O-])o1)c1nc2ccccc2c(=O)n1-c1ccccc1	-1.6	0.5	-13.6	-1.1	0.2	9.8	-30.8	-0.1	2.7	i

Going on with the list.
SMILES	STEP block	DNMT1 inh	Scp1 inh	LMPTP inh	SKN-1 inh	NRP1-CendR mod	SUMO1 PPI mod	MT1-MMP act inh	NadD block	Rpn11 inh
Cn1ccc2c(-c3cccc4ccccc34)cc3c(c21)C1CCC3O1 (stereo not given)	1.1	-6.5	nt	0.8	1.8	10.2	-11.0	2.4	0.3	i
C[C@@H]1CN([C@@H](C)CO)C(=O)CCCn2nncc2CO[C@@H]1CN(C)C(=O)Nc1ccccc1F	-1.2	-0.6	nt	-0.9	6.8	4.4	2.6	-3.6	-2.6	i
COC(=O)Cn1c(CN(C)Cc2ccccc2)nc2c1c(=O)n(C)c(=O)n2C	1.5	3.1	0.4	-1.8	8.7	12.5	4.5	3.8	0.9	i
O=[N+]([O-])c1ccc(NC(=S)N/C(=N/CS(=O)(=O)c2ccccc2)c2ccccc2)cc1	7.5	-5.8	-7.0	1.0	11.0	1.2	-18.0	2.7	-3.7	i
CCCOc1ccc(C(CC(=O)O)NC(=O)Cc2ccccc2)cc1 (stereo not given)	-3.8	1.2	12.3	-0.7	6.2	4.5	2.4	0.4	-9.3	i
Cc1cc(=O)n2[nH]c(SCc3c(F)cccc3Cl)nc2n1	0.9	7.6	-3.8	-1.5	9.9	0.3	7.3	4.4	-6.7	i
Cc1ccc(NC(=S)N2CCC(N(C)CC3CCCO3)CC2)c(C)c1 (stereo not given)	2.8	3.9	-5.3	-6.0	24.3	-4.0	-3.0	0.5	-6.8	i
CCN=c1sc2ccccc2n1CC(O)COc1ccccc1 (stereo not given)	-3.0	-5.0	12.0	-0.1	10.4	12.5	1.8	-2.1	-5.1	i
CCn1c(CCNC(=O)c2ccco2)nc2ccccc21	-2.2	1.3	-0.6	0.0	1.7	-3.5	-0.5	-1.0	-1.1	i
COc1ccc(C(=O)NCc2nnc(SCC(=O)Nc3ccccc3OC)o2)cc1	-0.5	-0.6	-5.2	-1.2	-4.8	7.3	1.1	-2.0	-2.3	i
Cc1cc(C)c2c(n1)SCC(=O)N2CC(=O)NCCC1=CCCCC1	1.1	2.7	-15.2	-1.2	4.7	-3.6	6.8	-0.4	-1.4	i
COc1ccccc1OCC(=O)Nc1nonc1NC(=O)COc1ccccc1OC	1.1	2.8	-2.7	-0.2	0.7	-13.0	11.4	-3.0	-5.4	i
COc1ccc(OCCN2CCC(C(=O)NC(c3ccsc3)c3ccccc3C)CC2)cc1 (stereo not given)	-0.7	-6.8	nt	-1.1	13.7	6.1	-5.5	-1.0	-9.7	i
CCN(CC)CCNC(=O)C(=O)NCC1OCCN1S(=O)(=O)c1ccc(Cl)cc1 (stereo not given)	-1.3	-5.5	-1.8	-5.4	2.0	-0.9	-30.7	-2.3	-2.2	i
COC(=O)CNC(=O)c1cn(-c2ccc(C)c(C)c2)c(=O)c2ccccc12	0.1	1.2	-7.7	1.7	-3.2	11.7	-5.4	-6.1	-6.3	i
Cc1cccc(N2CC(C(=O)Nc3nnc(SCC(=O)Nc4cc(C)on4)s3)CC2=O)c1 (stereo not given)	5.6	23.9	-3.7	-1.6	6.4	-13.3	-0.7	1.4	74.4*	i
Cc1cc(=O)oc2cc(OCC(=O)NCCCN3CCOCC3)c(Cl)cc12	-2.3	4.8	-1.4	0.0	16.7	3.9	4.7	-0.1	-2.3	i
O=C1CSC(=Nc2cc(Cl)ccc2Cl)N1	0.4	2.2	-3.9	-0.8	14.4	-9.4	23.8	3.1	-8.5	i
CCCc1nc(N)c(C#N)c(-c2ccco2)c1CC	-1.9	-0.7	-6.5	1.3	16.7	-5.1	-3.0	-8.9	-4.8	i
CSc1ncnc2c1ncn2CCCNCC(c1ccccc1)c1ccccc1	0.1	5.6	nt	1.2	-3.6	-10.3	-5.0	0.0	5.9	i
N=c1sccn1CC(=O)Nc1ccccc1-c1ccccc1	-0.1	1.8	4.1	-1.4	-6.4	0.4	5.6	3.6	4.4	i
O=C(Nc1ccc(F)cc1)C(c1ccccc1)N1CCN(c2ccncc2)CC1 (stereo not given)	nt	nt	nt	-0.5	-5.4	15.8	-5.7	1.7	nt	nt
COc1ccc(NC(C)=O)cc1S(=O)(=O)N1CCN(C(=O)c2ccccc2F)CC1	1.4	-0.4	-10.7	0.9	-1.1	3.0	3.6	3.8	-0.4	i
NC(=O)CC(NC(=O)Cc1ccc(Cl)cc1)c1ccc(NC2CCCCCCC2)c([N+](=O)[O-])c1 (stereo not given)	-1.9	-4.9	-6.5	0.6	6.4	-10.6	-0.7	2.5	-9.5	i
CCOC(=O)C1CCN(C(=O)c2ccc3c(Cl)c4c(nc3c2)CCCC4)CC1	-0.6	-0.9	-4.3	-1.0	-0.6	11.9	-12.0	-4.1	-0.3	i
COc1ccc(C(=O)NCc2cnn(C)c2)cc1OC1CCN(C(C)C)CC1	-0.9	4.0	-7.5	0.6	21.9	-1.4	0.5	-2.3	6.1	i
CCOC(=O)N1CCC(NC(=O)c2cc(COc3ccccc3SC)on2)CC1	-2.0	-0.5	-0.1	0.6	8.7	7.3	1.4	2.0	-7.3	i
CCC1CCCCN1C(=O)Nc1ccc(F)cc1 (stereo not given)	-1.2	-0.1	0.2	0.9	-14.5	23.0	-0.9	2.7	-2.6	i
Clc1ccc(CNc2ccccc2NCc2ccc(Cl)nc2)cn1	-0.8	-0.3	-0.8	0.4	-3.1	-3.1	-0.9	-4.3	5.7	i
CC(C)(C)C(=O)Nc1ccc(S(=O)(=O)N2CCC(c3nc4ccccc4[nH]3)CC2)cc1	1.6	-1.0	-3.4	1.8	8.2	-5.7	7.1	0.5	5.3	i
COCCCNC(=S)NNC(=S)Nc1ccccc1	-0.6	-3.8	-6.6	-0.3	-6.8	0.1	19.1	-0.5	-1.7	i
